# Screens as filed in PubChem BioAssay.
# INS-1E GSIS act: primary screen for activators of insulin secretion dependent on glucose, INS-1E cells, GLuc reporter luminescence | INS-1E GLuc reporter insulin secretion, 2-3 h | activation, % at 16.6 µM | actives 0.61% (n = 370,000);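 active = lowest replicate activation of at least 40%, so every replicate reaches that level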;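 also: 0% = median of neutral control wells and 100% = median of IBMX positive control wells; some compounds called inactive have numbers as strong as hits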
# miR-122 sensor: miR-122 inhibition in Huh7 cells; Huh7 miR-122 Renilla luciferase sensor, 48 h; neutral wells = 0, positive control = 100; activation (reporter increase), % at 12.5 µM; actives 0.3% (n = 340,000); AID 602342;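 active = mean replicate activation score at least 90 and every replicate individually at or above 90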;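 also: higher luciferase means less miR-122 activity so hits act as miR-122 inhibitors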
# * hit, by the source's call. These rows are one share of the data; the hit share may differ from the screen's.
smiles | INS-1E GSIS act | miR-122 sensor
COCCCn1c(CCC(=O)O)ccc1-c1ccc(F)cc1 | 0 | 7
Cc1ccc(C)n1-c1ccc(N2CCOCC2)c(Br)c1 | 2 | -3
CCCCC(CCC(=O)Nc1ccccc1C(=O)OCC)C(=O)O (configuration not stated) | -7 | 6
O=C(NCCc1ccccc1)/C(=C\c1ccc([N+](=O)[O-])cc1)NC(=O)c1ccccc1 | -2 | 9
CCCCn1c(O)c(/C=C2\C=NN=C2c2ccccc2)sc1=S | 119* | 1
COc1ccc(/C=N/NC(=O)CNC(=O)c2ccc(S(=O)(=O)N3CCOCC3)cc2)cc1OC | 7 | -4
Cc1cccc(-n2c(Cn3nc(C)c([N+](=O)[O-])c3C)n[nH]c2=S)c1 | 3 | -4
COc1ccc(CN2C(=O)[C@@H]3C(c4ccc(F)cc4)=NO[C@@H]3C2=O)cc1 | -19 | -4
CS(=O)(=O)N1CCN(c2ccccc2NC(=O)c2cccnc2Cl)CC1 | 35 | -4
Cc1[nH]c2ccccc2c1C(=O)COC(=O)C1CC(=O)N(Cc2ccccc2)C1 (configuration not stated) | 2 | 13
CCCOc1ccc(C2NC(=O)NC2=O)cc1 (configuration not stated) | 7 | 2
O=C(O)C1CCCN1C(=O)c1cccs1 (configuration not stated) | 3 | 1
CCCOc1cccc(C(=O)Nc2nnn(CCC)n2)c1 | -1 | 6
CCc1nnc(NC(=O)CSc2nnc(-c3ccccc3O)n2-c2ccc(C)cc2C)s1 | -9 | -2
CCOc1ccc(C2CC(=O)NC3=C2C(=O)CCC3)cc1 (configuration not stated) | 7 | -5

# An excerpt from above in order of SMILES length, low to high:
smiles | INS-1E GSIS act | miR-122 sensor
CCOc1ccc(C2CC(=O)NC3=C2C(=O)CCC3)cc1 (configuration not stated) | 7 | -5
CCCCC(CCC(=O)Nc1ccccc1C(=O)OCC)C(=O)O (configuration not stated) | -7 | 6
CCc1nnc(NC(=O)CSc2nnc(-c3ccccc3O)n2-c2ccc(C)cc2C)s1 | -9 | -2

# The list goes on.
smiles | INS-1E GSIS act | miR-122 sensor
Nc1nc(Cn2nnc(-c3ccccc3F)n2)nc(N2CCOCC2)n1 | 1 | -5
O=C(c1ccccc1)c1cn[nH]c1-c1ccccc1O | 20 | 1
CC(C(=O)N1CCOCC1)N1C(=O)c2ccccc2C1=O (configuration not stated) | 13 | -1
COc1nc(N(CC(N)=O)S(=O)(=O)c2ccccc2)nc(C)c1Cl | 2 | -3
CS(=O)(=O)N1CCC(C(=O)c2cccc(Cl)c2)CC1 | -2 | 0
NS(=O)(=O)c1cccnc1Nc1ccc(Cl)c(Cl)c1 | 1 | 5
NC(=O)C1(N2CCCCC2)CCN(C2CC(=O)NC2=O)CC1 (configuration not stated) | 0 | -1
COC(=O)c1ccc(-n2nnnc2SCc2ccccc2OC)cc1 | -38 | -8
O=C(c1cccc(S(=O)(=O)NCc2ccccc2)c1)N1CCN(Cc2ccccc2)CC1 | -7 | 15
N#C/C(=N\Nc1ccc(Cl)cc1)C(=N)N1CCCCC1 | 0 | 10
Cc1cc(C)nc(N(C#N)CC(=O)c2ccccc2)n1 | 2 | 3
CC(C)Oc1ccc(Cc2c(O)nc(NCCCN(C)C)[nH]c2=O)cc1 | -1 | -4
COc1ccc(N(C(=O)c2ccc(F)cc2)C2=CC3CCC(C2)N3C)cc1 (configuration not stated) | 33 | 8
COc1cccc(NC(=O)CC2COc3ccccc3O2)c1 (configuration not stated) | -21 | 0
COc1ccc(C(=O)NCCn2ccc3ccccc32)cc1 | -3 | -3

# One compound at a time (already shown).
# N#C/C(=N\Nc1ccc(Cl)cc1)C(=N)N1CCCCC1 reads INS-1E GSIS act: 0; miR-122 sensor: 10
# COc1ccc(CN2C(=O)[C@@H]3C(c4ccc(F)cc4)=NO[C@@H]3C2=O)cc1 reads INS-1E GSIS act: -19; miR-122 sensor: -4

# Next records follow.
smiles | INS-1E GSIS act | miR-122 sensor
CC1=C(C(=O)Nc2ccccc2)C(c2cccc([N+](=O)[O-])c2)Nc2nc3ccccc3n21 (configuration not stated) | 0 | -2
COc1ccc(C(=O)c2ccc(OC)c3cccc(O)c23)cc1OC | 4 | 89
Cc1nc(N2CCN(C)CC2)c2c(C)c(C(=O)Nc3ccc(C)c(F)c3)sc2n1 | -16 | -12
COc1ccc(Cl)cc1NS(=O)(=O)c1ccc(OC)c(OC)c1 | 20 | 36
COc1cc(-c2csc(N3CCOCC3)n2)cc(OC)c1OC | 2 | 0
Cc1ccc(C(C(=O)NC2CCCCC2)N(Cc2cccnc2)C(=O)C2COc3ccccc3O2)o1 (configuration not stated) | 4 | 2
COCCNC(=O)CN(C(=O)CCC(=O)Nc1nccs1)c1ccccc1OC | 14 | -1
OC(CNCCc1ccc(Cl)cc1)COCc1ccco1 (configuration not stated) | 3 | -11
CC(C)(C)NC(=O)CN1CCC(O)(c2ccc3c(c2)OCO3)CC1 | 7 | 22
CCOc1ccc(-c2nnn(CC(=O)N3CCN(c4ccc(F)cc4)CC3)n2)cc1OCC | -8 | 1
O=C(Nc1c(F)cc(F)cc1Br)c1cc(-c2ccco2)on1 | -2 | -1
CN(CC(=O)Nc1ccccc1C(=O)N1CCCC1)S(=O)(=O)c1ccc(Br)cc1 | -11 | 10
Cc1[nH]c2ccccc2c1C(=O)CN1C(=O)NC2(CC(C)CC(C)(C)C2)C1=O (configuration not stated) | -32 | -11
C=CCN(CC=C)S(=O)(=O)c1ccc2nsnc2c1 | 26 | -4
O=C(NCC(=O)N1CCCC1C(=O)O)OC1CCCCC1 (configuration not stated) | 9 | -1
Cc1cc(C)cc(N(CC(=O)NCc2ccco2)C(=O)CCC(=O)Nc2ccccn2)c1 | -3 | 3
COc1ccc(C(=O)OCC(=O)c2cc(OC)ccc2OC)c(OC)c1 | 8 | 3
COc1cc([C@@H]2[C@H]3CNCC=C3C(C#N)=C(N)C2(C#N)C#N)ccc1OC(C)C | 4 | -3
N#Cc1c(Sc2ncc(C(F)(F)F)cc2Cl)nsc1C/C=N\OCc1ccccc1Br | -24 | -4
O=C(NC1CCN(Cc2ccccc2)CC1)C1CCCN(S(=O)(=O)c2cccc3nonc23)C1 (configuration not stated) | 16 | 2
CN(C)CCOC(=O)c1cccc(Br)c1 | 18 | -10
O=c1o[nH]c(-c2ccccc2)c1C1=NCCCCC1 | 39 | 10
CCOC(=O)c1sc(C)c2c1NC1(CCCCCC1)NC2=O | 5 | 4
CC(=O)c1ccc(NC(=S)NC(=O)c2c(Cl)c(C)nn2C)cc1 | 9 | -3
O=C(CC1COc2ccccc2O1)NCCc1ccccc1 (configuration not stated) | 6 | -8
O=C(CNS(=O)(=O)c1ccccc1)N1CCN(c2ccccc2)CC1 | 6 | 3
COc1ccc(C(=O)Cc2ccccc2)cc1OC | 29 | -2
O=C(CN1C(=O)CSc2cc(S(=O)(=O)N3CCCCCC3)ccc21)NCCc1ccccc1 | -23 | -7
CCOC(=O)CN1C(=O)COc2ccc(C(C)(C)C)cc21 | 2 | -5
CC1(C)CC1C(=O)Nc1ccc([N+](=O)[O-])cc1Br (configuration not stated) | -5 | -5
C=CCNc1nc(-c2cc3ccccc3o2)cs1 | -21 | 0
COc1cc(/C=N\NC(=O)c2ccc(Cn3nc([N+](=O)[O-])c(Cl)c3C)o2)ccc1O | 2 | -3
COc1cc(CNCc2cccs2)ccc1OCC(=O)NC(C)(C)C | -3 | 0
CN(C)c1ccc(C(=O)N2CC(=O)N(CCc3ccccc3)C(=O)C2)cc1 | -11 | 7
O=C(NC(=S)Nc1ccc(Cl)cn1)C(c1ccccc1)c1ccccc1 | -1 | 1
CCCCSc1nc(C)c(C(C)=O)cc1C#N | 9 | 2
O=C(CCc1ccc(S(=O)(=O)N2CCOCC2)cc1)N1CCCC1 | 7 | -1
COc1ccc(/C(C)=N/OCC(=O)Nc2nc3ccccc3s2)cc1 | -39 | 1
COC(=O)c1[nH]c2cccc(Cl)c2c1NC(=O)CN1CCN(CCO)CC1 | 12 | 3
CCOc1ccc(NC(=O)C(C)Sc2nnnn2C)cc1 (configuration not stated) | 27 | 1
CC(=O)c1ccc(OC(C)C)c(CSc2nc(O)cc(=O)[nH]2)c1 | 4 | 3
CCCC(c1nnnn1CCOC)N1CCN(c2cccc(OC)c2)CC1 (configuration not stated) | 4 | 0
CC(C)(C)c1ccc(-c2n[nH]c(=S)n2C2CCCC2)cc1 | -32 | -7
Cc1ccc(OCCNS(=O)(=O)c2ccc(N3CCCC3=O)cc2)cc1 | -8 | -3
COc1cccc2cc(C(=O)NCC3CCCO3)c(=O)oc12 (configuration not stated) | 9 | -3

# Four of the compounds above, as labelled records.
C=CCNc1nc(-c2cc3ccccc3o2)cs1
  INS-1E GSIS act: -21 | miR-122 sensor: 0
CCCCSc1nc(C)c(C(C)=O)cc1C#N
  INS-1E GSIS act: 9 | miR-122 sensor: 2
COc1cc(/C=N\NC(=O)c2ccc(Cn3nc([N+](=O)[O-])c(Cl)c3C)o2)ccc1O
  INS-1E GSIS act: 2 | miR-122 sensor: -3
O=C(CCc1ccc(S(=O)(=O)N2CCOCC2)cc1)N1CCCC1
  INS-1E GSIS act: 7 | miR-122 sensor: -1

# The list goes on:
smiles | INS-1E GSIS act | miR-122 sensor
O=C(Nc1ccc(-c2nc3ccccc3c(=O)o2)cc1)c1ccco1 | 25 | 4
CCOC(=O)CSCC(NC(=O)OC(C)(C)C)C(=O)OCC (configuration not stated) | -1 | -1
O=C1CCCC(O)=C1C1NCCc2ccccc21 (configuration not stated) | -10 | 4
O=[N+]([O-])c1ccc(N2CCCC2)cc1NCc1ccccc1 | 27 | 5
COc1ccccc1/C=N/NC(=O)c1nnn(-c2nonc2N)c1CSC1=NCCS1 | -2 | 1
CCCNC(=O)CN(Cc1ccccc1F)S(=O)(=O)c1ccc(C)cc1 | 10 | 2
Cc1ccc2c(C(=O)CN3CCN(C4CCCCC4)CC3)c(C)[nH]c2c1 | 6 | -4
O=C(N/N=C/c1cccs1)c1cc(-c2ccc3ccccc3c2)n[nH]1 | -45 | -1
O=c1c2ccccc2c2c(O)nc(-c3ccccc3)n2n1Cc1ccccc1 | -3 | -3
O=C(Cc1ccc(S(=O)(=O)N2CCCC2)s1)Nc1nc2c(s1)CCCC2 | -13 | 2
CCCNc1nc(OC(C(F)(F)F)C(F)(F)F)nc(OC(C(F)(F)F)C(F)(F)F)n1 | 7 | -4
CCCCOC(=O)C1[C@H]2C(=O)N(CCc3ccccc3)C[C@]23C=C[C@H]1O3 (some centres not stated) | -2 | -4
O=C(N=NC(=O)c1ccc2c(O)n(C3CCCCC3)c(O)c2c1)c1cccnc1 | -6 | 10
COc1ccc2nc(NS(=O)(=O)c3ccc(NC(C)=O)cc3)sc2c1 | 48 | 2
COc1ccccc1CN(C)C(=O)C1(c2ccc(Cl)cc2)CC1 | -17 | 8
CCCc1nnc(NC(=O)CC(=O)Nc2ccccc2C(=O)O)s1 | -8 | 2
CCOC(=O)c1ccc(S(=O)(=O)N2CCN(C)CC2)cc1 | -18 | 7
COc1ccc(CN(C)C(=O)COC(=O)c2ccc3c(c2)OCO3)cc1OC | 64* | -2
C(=C\c1cccc2ccccc12)/c1nnc(-c2cccs2)o1 | 8 | 5
CC12CCC(C(=O)NC(c3ccccc3)c3ccccc3)(OC1=O)C2(C)C (configuration not stated) | -16 | 7
O=C(COC(=O)CCc1nc2ccccc2n1-c1ccccc1)Nc1cccc(Cl)c1 | -23 | 2
CCOC(=O)CNC(=O)c1ccccc1 | 14 | -1
CC1CCN(C(c2cccs2)c2nnnn2Cc2ccccc2)CC1 (configuration not stated) | -8 | 13
COC(=O)c1cccc(C(=O)Nc2cnc3ccccc3c2)n1 | 1 | 6
CCOC(=O)Cn1c(=O)n(C2CCCC2)c(=O)c2ccccc21 | 39 | -6
CCOC(=O)c1sc2nc(C3CC3)cc(-c3ccc(OC)cc3)c2c1N | 18 | -6
O=[N+]([O-])c1ccc(CSc2ccc(S(=O)(=O)N3CCCC3)cn2)cc1 | -12 | -5
COc1ccc(S(=O)(=O)N(CC(=O)Nc2ccc3c(c2)OCO3)c2ccccc2OC)cc1 | -27 | 42
CCOC(=O)c1[nH]c(=O)[nH]c1CSc1ccccn1 | 6 | 0
COc1ccc(CNc2nc3nc(-c4ccccc4)cc(=O)n3[nH]2)cc1OC | -8 | -1
CCOCCCNC(=O)c1c(N)n(-c2ccc(S(N)(=O)=O)cc2)c2nc3ccccc3nc12 | 24 | 6
Fc1ccc(Nc2nc(Oc3ccccc3F)nc(N3CCCC3)n2)cc1 | -37 | 2
C=CCSc1nc2sc3c(c2c(=O)n1CC)CCc1ccccc1-3 | -28 | 4
Cc1ccnc(NC(=O)CCC(=O)N(CC(=O)NC2CCCCC2)c2cccc(C)c2C)c1 | -21 | -3
CC1(C)CC2(CC(c3cccs3)c3cc(Cl)c(O)cc3O2)NC(=S)N1 (configuration not stated) | -7 | -3
C=CCn1c(C)cc(C(=O)CSc2ccc(NC(C)=O)cc2)c1C | -6 | -2
COc1ccc(N2C(=O)CC(N3CCN(c4ccc(S(=O)(=O)N5CCCC5)cc4)CC3)C2=O)cc1 (configuration not stated) | -22 | 7
CC(O)c1ccc2c(c1)OCCOCCN(C)CCOCCO2 (configuration not stated) | 7 | -3
Cc1ccnc(NS(=O)(=O)c2ccc(NC(=O)C3CCCO3)cc2)n1 (configuration not stated) | 14 | -2
COC(=O)N/N=C/c1ccc(OCCSc2ccc(Cl)cc2)c(OC)c1 | -19 | 1

# Of the compounds above, 2 contain a CF3 group:
smiles | INS-1E GSIS act | miR-122 sensor
N#Cc1c(Sc2ncc(C(F)(F)F)cc2Cl)nsc1C/C=N\OCc1ccccc1Br | -24 | -4
CCCNc1nc(OC(C(F)(F)F)C(F)(F)F)nc(OC(C(F)(F)F)C(F)(F)F)n1 | 7 | -4
